# Compound activity: PubChem BioAssay, National Center for Advancing Translational Sciences (NCATS)
# SMN2 splice enh: qHTS Assay for Enhancers of SMN2 Splice Variant Expression | Potency, µM (doses to about 46.1 µM), for the others: at the highest dose activity change, positive = activation, actives largely listed as activators | HEK293 SMN2-luciferase splicing reporter, luminescence, 30-36 h | AID 1458, 2008 | 210,000 tested, 2.8% active; further: % of control where 0% means no effect; nearly all actives have a fitted effect of over 55% in size
#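 qHTS luciferase splicing reporter: luminescence rises when SMN2 exon 7 is included in transfected HEK293 cells. Compound exposure lasted 30-36 h at 37C, with 4.5 mM final sodium butyrate as control, followed by a ONE-Glo read.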
# Tau fibril ThT: qHTS for Inhibitors of Tau Fibril Formation, Thioflavin T Binding; Microtubule-associated protein tau (Homo sapiens), P10636; recombinant tau K18 P301L, heparin-induced fibrillization, ThT fluorescence; Potency, µM (top dose mostly 57.4 µM), for the others: at the top dose activity, negative = inhibition, most hits filed as inhibitors; 270,000 tested, 2.1% active; AID 1460, 2008; further: on the % scale 0 is the no-effect control and ±100 the full control effect; nearly all actives have a fitted effect of over 55% in size
# Target sequence (P10636 561-689 P618L limits assumed): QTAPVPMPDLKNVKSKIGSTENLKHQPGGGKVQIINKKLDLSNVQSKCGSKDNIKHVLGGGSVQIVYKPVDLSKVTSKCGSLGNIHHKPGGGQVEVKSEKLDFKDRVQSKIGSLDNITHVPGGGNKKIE
#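 In this qHTS, human K18 P301L tau is incubated with compound and heparin for 6 hr at 37 C, and Thioflavin T fluorescence then reports fibril load.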
# HTT cytoprotect: qHTS Multiplex Assay to Identify Dual Action Probes in a Cell Model of Huntington: Cytoprotection (ATP). AID 1471, 2008. 230,000 tested, 0.14% active. PC12 HTT-Q103 induced, cytoprotection, ATP luminescence, 40 h. Potency, µM (doses to about 56.4 µM), for the others: cytoprotection (ATP increase), most hits filed as activators;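 further: % of control where 0% means no effect; nearly all actives have a fitted effect of over 45% in size; toxic huntingtin expression switched on by the ecdysone agonist tebufenozide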
#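 ATP quantification (ATPlite) reports survival of PC12 cells in which tebufenozide, 100 nM final, switches on Htt exon 1 with 103 glutamines linked to GFP; compounds are titrated.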
# JMJD2E inh: qHTS Assay for Inhibitors of Human Jumonji Domain Containing 2E (JMJD2E); Lysine-specific demethylase 4E (Homo sapiens), B2RXH2; Potency, µM (top dose mostly 57.1 µM), without a hit: at the top dose activity change, negative = inhibition, most hits filed as inhibitors; AID 2147, 2009; JMJD2E catalytic domain, FDH-coupled NADH fluorescence (FDH is formaldehyde dehydrogenase); 230,000 tested, 1.6% active; active means well fitted inhibition curve with a large enough effect, not every such curve was filed as active; inconclusive means small, poorly fitted or top-dose-only effect, or another doubt; inactive means no such curve, though single readings can be large or run the other way;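 further: 0% = wells with enzyme and -100% = buffer wells without enzyme; nearly all actives have a fitted effect of over 50% in size; many of its hits are not listed in these tables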
# Target sequence (B2RXH2 1-337 limits assumed): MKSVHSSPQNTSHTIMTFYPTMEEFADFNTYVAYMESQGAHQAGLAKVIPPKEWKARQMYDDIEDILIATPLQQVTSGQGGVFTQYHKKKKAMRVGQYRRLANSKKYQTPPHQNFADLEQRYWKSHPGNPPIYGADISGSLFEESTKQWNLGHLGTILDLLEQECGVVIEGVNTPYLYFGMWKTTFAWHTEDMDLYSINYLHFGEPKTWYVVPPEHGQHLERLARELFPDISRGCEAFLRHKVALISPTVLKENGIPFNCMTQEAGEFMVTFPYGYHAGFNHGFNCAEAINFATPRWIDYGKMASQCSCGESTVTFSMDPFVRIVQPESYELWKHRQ
# Tau FP inhib: qHTS for Inhibitors of Tau Fibril Formation, Fluorescence Polarization; Potency, µM (doses to about 57.7 µM), inactives show at the highest dose activity, negative = inhibition, usual class: inhibitors; 280,000 tested, 0.39% active; K18 P301L tau heparin fibrillization, Alexa594 FP, 6 h; Microtubule-associated protein tau (Homo sapiens), P10636; further: on the % scale 0 is the no-effect control and ±100 the full control effect; nearly all actives have a fitted effect of over 55% in size
#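 Heparin (20 uM) drove fibril formation of recombinant tau K18 P301L, 15 uM unlabeled with 0.24 uM Alexa 594 label, for 6 hr at 37 C in 100 mM sodium acetate pH 7. Fluorescence polarization (555/632 nm) read 1 hr after 30 uM ThT.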
# HTT aggregate: qHTS Multiplex Assay to Identify Dual Action Probes in a Cell Model of Huntington: Aggregate Formation (GFP). AID 1688, 2009. 220,000 tested, 1.1% active. Potency, µM (doses to about 46.1 µM), inactives show at the top dose activity change, negative = inhibition, hits mostly inhibitors. PC12 HttQ103-GFP aggregates, Acumen cytometry, 40 h; further: on the % scale 0 is the no-effect control and ±100 the full control effect; nearly all actives have a fitted effect of over 60% in size
#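 Using laser scanning cytometry, GFP-positive aggregates were counted after lysis of PC12 cells induced with 100 nM tebufenozide to express HTT exon 1 Q103–GFP. Compounds were tested in titration.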
# ALDH1A1 block: qHTS Assay for Inhibitors of Aldehyde Dehydrogenase 1 (ALDH1A1) | 220,000 tested, 7.3% active | Purified ALDH1A1, NADH fluorescence, propionaldehyde substrate | Aldehyde dehydrogenase 1A1 (Homo sapiens), P00352 | Potency, µM (doses to about 75.3 µM), for inactives: top-dose activity, negative = inhibition, most hits filed as inhibitors; active means well fitted inhibition curve with a large enough effect, not every such curve was filed as active; inconclusive means small, poorly fitted or top-dose-only effect, or another doubt; inactive means no such curve, though single readings can be large or run the other way;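 further: plate controls were no enzyme wells and a reference inhibitor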
# Target sequence (P00352 whole entry, looked up): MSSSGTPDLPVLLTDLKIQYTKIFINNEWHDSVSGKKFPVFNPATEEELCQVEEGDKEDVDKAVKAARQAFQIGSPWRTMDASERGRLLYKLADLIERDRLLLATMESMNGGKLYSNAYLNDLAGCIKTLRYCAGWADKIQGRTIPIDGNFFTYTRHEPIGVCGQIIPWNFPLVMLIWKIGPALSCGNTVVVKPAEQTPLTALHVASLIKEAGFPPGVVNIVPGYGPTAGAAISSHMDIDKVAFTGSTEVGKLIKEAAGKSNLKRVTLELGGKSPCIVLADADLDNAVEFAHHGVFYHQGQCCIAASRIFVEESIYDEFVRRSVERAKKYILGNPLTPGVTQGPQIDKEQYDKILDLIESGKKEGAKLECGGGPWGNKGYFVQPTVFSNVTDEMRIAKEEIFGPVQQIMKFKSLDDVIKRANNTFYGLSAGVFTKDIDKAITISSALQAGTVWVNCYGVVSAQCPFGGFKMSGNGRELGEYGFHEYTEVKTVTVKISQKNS
# Tau fluor cs: Counterscreen qHTS for Inhibitors of Tau Fibril Formation, Fluorescence Polarization; tau K18 P301L Alexa594 fluorescence, heparin fibrillization; Potency, µM (top dose mostly 57.7 µM), for inactives: at the highest dose activity change, negative = decrease; 280,000 tested, 0.93% active; AID 1463, 2008; further: on the % scale 0 is the no-effect control and ±100 the full control effect; nearly all actives have a fitted effect of over 55% in size
#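 Human tau K18 P301L (15 uM unlabeled, 0.24 uM Alexa 594-labeled) in 100 mM sodium acetate pH 7 with 20 uM heparin, 6 hr at 37 C. ThT 30 uM added, 1 hr ambient; Alexa 594 FP and total fluorescence read at 555/632 nm.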
# The depositor's hits bear a star; ? = inconclusive; · = no result given; [ ] = dose if it differs, or a comment. Unless noted, the call rests on the fitted dose curve; in most records, active means well fitted curve in the direction sought with a large enough effect; inconclusive means small, poorly fitted or top-dose-only effect, or another doubt; inactive means no such curve, though single readings can be large; an effect the other way counts as inactive or inconclusive. Potency means the concentration at half of the fitted maximal effect. Not all compounds are listed; the hit share may differ from the screen's.
no.	smiles	SMN2 splice enh	Tau fibril ThT	HTT cytoprotect	JMJD2E inh	Tau FP inhib	HTT aggregate	ALDH1A1 block	Tau fluor cs
1	CCOC(=O)C1=C(Nc2ccccc2)CC(C)(O)C(C(=O)OCC)C1c1ccc(Br)cc1 (stereo unspecified)	-3%	-10%	·	-12%	0%	17%	-1%	2%
2	CC(=O)c1ccc(N2CCN(C(=O)C3CCCN(S(=O)(=O)c4cnc[nH]4)C3)CC2)cc1 (stereo unspecified)	-6%	?	-20%	?	-10%	7%	?	-8%
3	Cc1ccc(Nc2nc(N)c([N+](=O)[O-])c(NCCO)n2)cc1C	·	·	27%[10 µM]	5%	-8%[0.0958 µM]	10%[9.22 µM]	·	0%[0.0958 µM]
4	O=C(O)C1CSC(c2ccco2)N1 (stereo unspecified)	-5%	?	-28%	?	-7%	5%	?	-10%
5	CC1(C)C2CCC1(CS(=O)(=O)Nc1ccc(S(=O)(=O)NC3CCCCC3)cc1)C(=O)C2 (stereo unspecified)	4%	-6%	-4%[10 µM]	7%	0%	5%	?	-13%
6	COc1cccc(CNn2c(-c3cccc(C)c3)nc3ccccc3c2=O)c1	-20%	?	-37%	3%	1%	?	-16%	-24%
7	O=S(=O)(Cc1ccc(Cl)cc1)c1ccccc1-c1nnc(-c2ccc(Cl)cc2)o1	-29%	2%	-14%	?	?	-16%	11%	-17%
8	CC(C)C(Nc1ccc(C(F)(F)F)cc1[N+](=O)[O-])C(=O)O (stereo unspecified)	0%	?	14%	6%	3%	13%	?	-2%
9	CCN1C(=O)/C(=C/c2nc3ccccc3c(=O)n2-c2ccccc2)c2ccccc21	-45%[inhibitor]	?	18%[10 µM]	-2%	-11%	?	?	-9%
10	Cc1ccc2nc(Nc3ccc(C)c(F)c3)c3nncn3c2c1	3%	-5%	·	·	2%	·	·	?
11	NC(=O)NC(=O)COC(=O)c1cccc(NS(=O)(=O)/C=C/c2ccccc2)c1	?	3%	-17%	-15%	-19%	11%	?	-15%
12	CC(=O)Nc1ccc(C2=NN(Cc3nnc(-c4ccccc4)o3)C(=O)SC2)cc1	15%	2%	·	1%	3%	-8%	-10%	1%
13	COC(=O)c1ccccc1NC(=O)NCc1ccccc1	4%	-3%	·	?	6%	-7%	?	-10%
14	C#CCOCCOCCOCCNc1nc(N2CCN(C(=O)Cn3cc(CCO)nn3)CC2)nc(N2CCN(C(=O)[C@H](C(C)C)n3cc(CCO)nn3)CC2)n1	7%	1%	·	4%	7%	-3%	-7%	1%
15	O=C(Nc1ccc(N2CCOCC2)nc1)c1ccc(F)cc1	19%	-3%	10%[10 µM]	3%	8%	7%	0%	1%
16	Cc1ccc(C(=O)CC(=O)c2cc(Cl)ccc2O)cc1	26%	?	7%	?	-14%	?	-2%	?
17	COc1ccc(-n2c(CSc3nc(C)cc(C)n3)nnc2SCC(=O)Nc2nccs2)cc1	7%	-1%	-29%	1%	1%	5%	6%	-3%
18	Cc1ccc(C)c(Cn2nc(-c3cc(C)ccc3C)ccc2=O)c1	2%	?	·	·	-2%	·	·	-18%
19	CCOC(=O)Cc1nnc(NC(=O)c2ccccc2OC)s1	-8%	-9%	-36%	-25%	-4%	5%	?	-12%
20	O=C(c1cccc(F)c1)N1CCN(c2cccc(C(F)(F)F)c2)CC1	?	-10%	-7%	-1%	11%	-15%	-13%	-8%
21	CCSC(=S)c1c(C)[nH]n(-c2ccccc2)c1=O	·	?	9%[10 µM]	?	14%	-2%[9.22 µM]	?	-9%
22	C=CC(O)Cc1c(C)n[nH]c1C (stereo unspecified)	3%	-2%	3%	5%	8%	-4%	5%	0%
23	CSc1nc(-c2ccco2)nn1C(=O)c1ccco1	7%	-2%	-18%	1%	-7%	-28%	0%	-7%
24	COc1cccc(OCC(=O)Nc2ccccc2NC(C)=O)c1	-14%	-5%	16%	2%	-12%	-1%	?	-5%
25	COC(=O)CSc1ncnc2c(C)csc12	·	1%	16%[10 µM]	-7%	-4%	7%[9.22 µM]	·	3%

# A different layout for some results above:
12) CC(=O)Nc1ccc(C2=NN(Cc3nnc(-c4ccccc4)o3)C(=O)SC2)cc1
4) O=C(O)C1CSC(c2ccco2)N1 (stereo unspecified)
13) COC(=O)c1ccccc1NC(=O)NCc1ccccc1
25) COC(=O)CSc1ncnc2c(C)csc12
screen / no. | 12 | 4 | 13 | 25
SMN2 splice enh | 15% | -5% | 4% | ·
Tau fibril ThT | 2% | ? | -3% | 1%
HTT cytoprotect | · | -28% | · | 16%[10 µM]
JMJD2E inh | 1% | ? | ? | -7%
Tau FP inhib | 3% | -7% | 6% | -4%
HTT aggregate | -8% | 5% | -7% | 7%[9.22 µM]
ALDH1A1 block | -10% | ? | ? | ·
Tau fluor cs | 1% | -10% | -10% | 3%

# Carrying on:
no.	smiles	SMN2 splice enh	Tau fibril ThT	HTT cytoprotect	JMJD2E inh	Tau FP inhib	HTT aggregate	ALDH1A1 block	Tau fluor cs
26	COc1ccccc1NC(=O)Cn1cncc1-c1ccc([N+](=O)[O-])cc1	-14%	-17%	-15%	-5%	-12%	16%	?	-12%
27	CC(C)CN1C(=O)c2ccccc2C1(O)Cc1ccccc1 (stereo unspecified)	-10%	4%	-14%[1.9 µM]	1%	-1%	-9%	?	-11%
28	COc1ccc(C(=O)O/N=C(/c2cccs2)C(C)(C)C)cc1	·	-16%	1%[10 µM]	-17%	-1%	13%[9.22 µM]	-2%	-24%
29	Cc1ccc(NC(=O)CN2C(=O)C(c3ccc(C)cc3)=NC23CCCCCC3)cc1	-8%	-2%	·	·	-18%	·	·	-19%
30	Cc1noc(C)c1C(=O)Nc1ccc2c(c1)CCC2	-2%	3%	-18%[0.074 µM]	-4%	2%	14%	1%	1%
31	O=C(O)CCc1ccc(-c2cccs2)n1NC(=O)c1ccccc1Br	-1%	-22%	-5%[10 µM]	-5%	-4%	9%	-10%	-12%
32	Cc1ccccc1CSc1nccn1-c1ccccc1	0%	-2%	9%	1%	-12%	13%	-13%	-4%
33	CCOC(=O)N1CCN(c2c(NCCCN(CC)c3cccc(C)c3)c(=O)c2=O)CC1	2%	-19%	-29%	-6%	3%	-9%	?	-23%
34	O=c1[nH]c2ccccc2c(O)c1O	4%	3.2µM*	?	?	7.1µM*	-20%	0.56µM*	-23%
35	COC(=O)[C@@H]1[C@@H](C)N(CCc2cc(OC)c(OC)c(OC)c2)C(=O)N[C@H]1c1ccccc1	-2%[9.22 µM]	11%[11.5 µM]	7%[10 µM]	2%[11.4 µM]	-6%[11.6 µM]	·	8%[13.5 µM]	4%[11.6 µM]
36	Brc1ccc2nc(N3CCCC3)sc2c1	·	?	-39%[inhibitor]	1%	-8%	?	?	-14%
37	O=C(CNC(=S)N(Cc1ccccc1)Cc1cccnc1)NC1CCCC1	-2%	-3%	13%[10 µM]	4%	11%	-3%	?	-1%
38	COCCNC(=S)Nc1cccc2cnccc12	-46%[inhibitor]	-11%	-5%	-12%	-4%	-23%	-14%	-2%
39	CCOC(=O)C1=C(c2ccccc2)NC(SC)=C(C#N)C1c1ccco1 (stereo unspecified)	-9%	-8%	-17%	-8%	-1%	3%	?	-14%
40	CN1CCc2[nH]c3ccc(C(=O)NN)cc3c2C1	4%	-15%	12%	-2%	-3%	11%	1%	-7%
41	CCOc1ccc(C(=O)C(CN2CCOCC2)c2ccccc2)cc1 (stereo unspecified)	-85%[inhibitor]	-13%	·	3%	2%	·	-15%	-9%
42	Cc1ccc(C)c(S(=O)(=O)NC(Cc2c[nH]c3ccccc23)C(=O)O)c1 (stereo unspecified)	·	10%	3%[10 µM]	3%	-4%	25%[9.22 µM]	2%	10%
43	O=C(O)COc1ccccc1/C=N/NC(=O)CNC(=O)c1ccc(F)cc1	·	·	12%[10 µM]	-15%	5%	-15%[9.22 µM]	·	21%
44	CC(/C=C1\SC(=S)N(NS(=O)(=O)c2ccccc2)C1=O)=C\c1ccccc1	·	10µM*	23%[10 µM]	17%	?	23%[9.22 µM]	·	-29%
45	COc1ccc(-c2[nH]ncc2CNC(C)c2cn(C)nc2C)c(F)c1 (stereo unspecified)	·	-11%	-11%[10 µM]	-29%	-2%	-12%[9.22 µM]	2%	-17%
46	Cc1cccc(NNC(=O)C(=O)NNc2cccc(C)c2)c1	·	-11%	22%[10 µM]	-7%	0%	7%[9.22 µM]	·	-3%
47	COc1ccccc1N1CCN(C(=O)c2ccccc2NC(=O)C2CCCCC2C(=O)O)CC1 (stereo unspecified)	29%	1%	2%[10 µM]	1%	-2%	16%	-6%	-4%
48	O=S(=O)(c1ccccc1)c1nnn2c1nc(NCc1ccccc1)c1cc(Cl)ccc12	6%	7%	·	·	?	·	·	-3%
49	CN(C(=O)COC(=O)c1sc2ccccc2c1Cl)C1CCCCC1	-7%	-10%	20%[10 µM]	-12%	-1%	-2%	-2%	-4%
50	CC1Oc2ccccc2N(CC(=O)NCc2ccccc2)C1=O (stereo unspecified)	·	0%	12%[10 µM]	-6%	0%	1%[9.22 µM]	-2%	-5%

# Two records picked at random from the list so far, as already listed:
no.	smiles	SMN2 splice enh	Tau fibril ThT	HTT cytoprotect	JMJD2E inh	Tau FP inhib	HTT aggregate	ALDH1A1 block	Tau fluor cs
28	COc1ccc(C(=O)O/N=C(/c2cccs2)C(C)(C)C)cc1	·	-16%	1%[10 µM]	-17%	-1%	13%[9.22 µM]	-2%	-24%
19	CCOC(=O)Cc1nnc(NC(=O)c2ccccc2OC)s1	-8%	-9%	-36%	-25%	-4%	5%	?	-12%
